AmpC no deterg – AmpC beta-lactamase inhibition without detergent; actives 0.52% (n = 330,000); AID 485341; Potency, µM (doses to about 57.1 µM), for the others: top-dose activity change, negative = inhibition, hits mostly inhibitors; AmpC nitrocefin hydrolysis, absorbance 480 nm, 0.0001% Triton;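 further: potency means the concentration at half of the fitted maximal effect; plate controls were no compound for no effect and no enzyme for full effect; nearly all actives have a fitted effect of over 20% in size; some results filed as inactive show a strong effect at the top dose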
Target sequence (P00811 whole entry, looked up): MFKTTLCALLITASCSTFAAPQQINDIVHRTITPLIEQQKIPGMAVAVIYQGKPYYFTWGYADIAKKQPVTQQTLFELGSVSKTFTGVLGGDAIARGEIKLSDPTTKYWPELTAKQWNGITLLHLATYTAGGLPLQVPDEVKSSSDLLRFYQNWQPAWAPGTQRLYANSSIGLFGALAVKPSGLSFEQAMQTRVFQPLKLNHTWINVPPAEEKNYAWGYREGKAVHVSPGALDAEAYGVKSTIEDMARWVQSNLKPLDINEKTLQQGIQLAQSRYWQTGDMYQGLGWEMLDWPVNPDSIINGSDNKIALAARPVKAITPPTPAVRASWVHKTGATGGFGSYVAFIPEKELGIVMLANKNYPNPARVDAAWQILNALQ
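AmpC (5.3 nM in the dispensed reagent) in 20 mM phosphate pH 7.0 with 0.01% (detergent screen) or 0.0001% Triton X-100 was preincubated with compounds for 15 min at room temperature. Nitrocefin was then added from an 800 uM solution, and hydrolysis was followed at 480 nm.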
Sm TGR block – S. mansoni TGR enzyme inhibition. Q962Y6. purified TGR, DTNB reduction, TNB absorbance 405 nm. Potency, µM (doses to about 114 µM), inactives show at the highest dose activity change, negative = inhibition, actives largely listed as inhibitors. actives 3% (n = 360,000). AID 485364; further: potency means the concentration at half of the fitted maximal effect; nearly all actives have a fitted effect of over 60% in size
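TGR 20 nM + NADPH 100 uM (dispensed conc.), cpd preinc 15 min RT; start with NADPH (500 uM addition) then DTNB (15 mM addition). Kinetic TNB absorbance, 405 nm filter. Four-parameter Hill fit across titration.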
AmpC inh detg – blocks E. coli AmpC beta-lactamase in detergent assay; P00811; AmpC hydrolysis of nitrocefin, absorbance 480 nm, 0.01% Triton; Potency, µM (titrated, usually from 114 µM), for inactives: at the highest dose activity change, negative = inhibition, most hits filed as inhibitors; actives 0.041% (n = 370,000);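 further: potency means the concentration at half of the fitted maximal effect; 0% = no-compound wells and -100% = no-enzyme wells; nearly all actives have a fitted effect of over 25% in size; some results filed as inactive show a strong effect at the top dose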
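20 mM phosphate pH 7.0 + 0.01% (detergent screen) or 0.0001% Triton X-100; 5.3 nM AmpC reagent; cpd preinc 15 min RT; nitrocefin (800 uM stock) to start; A480 q20 s × 4 min; Activity was normalised to no-enzyme and no-compound control wells.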
HCMV inh – inhibitors of human cytomegalovirus; HFF cells, HCMV-luciferase reporter, 72 h; stronger effect = lower value; activity change, negative = inhibition, % at 57.5 µM; actives 4.5% (n = 410,000); in the data active means activity change below about -60%; inconclusive means no clear call, values can overlap the other calls; inactive means above about -39%
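Steps: HFFs plated, 16 h 37C; compounds added; HCMV-luciferase added to MOI 1 PFU/cell; 72 h 37C; OneGlo reagent, 5 min room temperature; luminescence read, normalized to controls.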
LmPK inh – LmPK (Leishmania mexicana) enzyme inhibition | actives 0.37% (n = 290,000) | Potency, µM (titrated, usually from 57.5 µM), inactives show at the highest dose activity change, negative = inhibition, usual class: inhibitors | Q27686 | purified LmPK, Kinase-Glo ATP luminescence, 1 h | AID 1721; further: potency means the concentration at half of the fitted maximal effect
Target sequence (Q27686 whole entry, looked up): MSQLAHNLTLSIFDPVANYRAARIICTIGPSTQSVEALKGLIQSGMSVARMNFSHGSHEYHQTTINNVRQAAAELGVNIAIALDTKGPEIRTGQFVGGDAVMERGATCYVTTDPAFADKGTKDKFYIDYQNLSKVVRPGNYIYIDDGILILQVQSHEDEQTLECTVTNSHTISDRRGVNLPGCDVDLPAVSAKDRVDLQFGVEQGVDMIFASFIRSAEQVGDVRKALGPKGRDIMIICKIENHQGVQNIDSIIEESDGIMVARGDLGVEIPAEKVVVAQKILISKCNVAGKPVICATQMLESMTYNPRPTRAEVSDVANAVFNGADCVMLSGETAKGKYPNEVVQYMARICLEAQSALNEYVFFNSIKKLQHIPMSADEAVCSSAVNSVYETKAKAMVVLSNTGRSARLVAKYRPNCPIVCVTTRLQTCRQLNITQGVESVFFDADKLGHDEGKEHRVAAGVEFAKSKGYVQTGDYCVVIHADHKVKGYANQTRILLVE
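Screened at intermediate enzyme activity to detect both inhibitors and activators: LmPK at 0.1 nM, with a 0.5 nM enzyme column as activation reference. PEP 0.5 mM, ADP 0.1 mM; ATP detected by luminescence after 1 h.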
TbPYK inhibitor – T. brucei pyruvate kinase inhibition; actives 0.12% (n = 410,000); Potency, µM (titrated, usually from 76.8 µM), inactives show top-dose activity, negative = inhibition, actives largely listed as inhibitors; Q57TT1; TbPYK enzyme, Kinase-Glo Plus ATP luminescence, 45 min; further: potency means the concentration at half of the fitted maximal effect; nearly all actives have a fitted effect of over 50% in size
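Screened from lowest to highest concentration, compounds were pinned into TbPYK/substrate mixtures, and ADP (130 uM final) was added. Plates sat at room temperature for 45 min prior to Kinase-Glo Plus detection by luminescence.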
AMA1-RON2 inh – inhibitors of Plasmodium falciparum AMA1-RON2 interaction; AlphaScreen AMA1-biotinylated RON2 peptide binding; actives 0.2% (n = 360,000); Potency, µM (top dose mostly 58.2 µM), without a hit: at the highest dose activity change, negative = inhibition, usual class: inhibitors; AID 720542;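 further: potency means the concentration at half of the fitted maximal effect; 0% = vehicle wells and -100% = peptide control; nearly all actives have a fitted effect of over 45% in size; some results filed as inactive show a strong effect at the top dose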
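AMA1 (3D7) with his tag at 25 nM final met compounds first, then biotinylated RON2 peptide at 25 nM; detection used donor plus acceptor beads, 10 µg/mL apiece, read by AlphaScreen after 30 min at room temperature.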
* hit, by the source's call; ? = inconclusive; / = not tested or not shown; & = joins results of further samples; [ ] = another dose, or the depositor's remark. Unless noted, the call rests on the fitted dose curve; in most records, active means well fitted curve in the direction sought with a large enough effect; inconclusive means small, poorly fitted or top-dose-only effect, or another doubt; inactive means no such curve, though single readings can be large; an effect the other way counts as inactive or inconclusive. Unless noted, on the % scale 0 is the no-effect control and ±100 the full control effect.

SMILES | AmpC no deterg | Sm TGR block | AmpC inh detg | HCMV inh | LmPK inh | TbPYK inhibitor | AMA1-RON2 inh
COC(=O)N1CCN(C(=O)Cc2ccc(Cl)c(Cl)c2)C(CN2CCCC2)C1 (stereo not given) | -1% | 45%[activator] | -3% | / | -2% | / | /
CC(C)(C)OC(=O)N1CCC(C(=O)Nc2ccc(C(=O)NCc3ccccc3)cc2)CC1 | / | / | / | -5 | / | 2% | -6%
O=C(O)c1cccc(NC(=S)N/N=C/c2cccnc2)c1 | -34% | 3% | 3% | 4 | -7% | -7% | 54%[activator]
CCN(C(C)=O)c1nc(CCl)cs1 | -15% | ? | -5% | 93 | -6% | -9% | -8%
Cc1ccc(-c2csc3ncnc(SCC(N)=O)c23)cc1 | -2% | / | 4% | -28 | 3% | -5% | 9%
O=C(CSC(=S)N1CCCC1)Nc1ncc(Cl)cc1Cl | -15% | -6% | -13% | ? | / | -1% | -20%
O=c1c2ccccc2nc(SCc2ccc([N+](=O)[O-])cc2)n1CCCO | 125%[activator] | -2% | -7% | -10 | -4% | 9% | -10%
CC(=O)c1cc2c(cc1NC(=O)CSc1nc3ccccc3[nH]1)OCO2 | -36% | 1% | -4% | / | 4% | / | /
CCOc1ccc(NC(=O)c2ccccc2NC(=O)CN2CCN(C(C)=O)CC2)cc1 | -5% | 3% | -4% | -12 | -3% | 6% | -4%
CC(C)n1c(=S)[nH]c2scc(-c3cccs3)c2c1=O | ? | 21% | 6% | 0 | -17% | -27% | 95%[activator]
Cc1noc(C)c1NC(=O)N(C)C[C@H]1Oc2ccc(NC(=O)CCN3CCOCC3)cc2C(=O)N([C@H](C)CO)C[C@@H]1C | 11% | / | / | -15 | / | -2% | 13%
O=C1NC(=Nc2ccccc2Br)SC1(CO)CO | -14% | 2% | -16% | 9 | 0% | -12% | -3%
CC(=O)N1CCC(N(CCN2CCOCC2)C(=S)Nc2ccc(C)cc2)CC1 | 0% | -26% | -8% | -9 | 7% | -8% | 7%
CCCC(=O)OC1CC(C)N(C(=O)c2ccccc2)c2ccc(C)cc21 (stereo not given) | 43% | 9% | 2% | -35 | 1% | -3% | -6%
COc1cccc(CN2C(=O)CCC2(C)C(=O)NC2CCCC2)c1 (stereo not given) | -3% | -7% | 10% | -3 | 1% | 5% | 14%
COc1cc(NC(=O)[C@@H]2O[C@H](CO)[C@@H](O)[C@H]2O)cc(OC)c1OC | / | / | / | -31 | / | 3% | 4%
COc1ccc2c(c1)NC(c1cccnc1)=NC(c1ccc(F)cc1)=N2 | / | 10% | 19% | 29 | / | 0% | /
CCOc1ccc(C(=O)OCCCN(C)C)cc1 | -12% | 6% | 5% | 22 | -5% | -10% | 17%
COc1ccc(Nc2nc(C)c(C(C)=O)s2)cc1 | / | / | / | 17 | / | 2% | 2%
O=C(CN1C(=O)c2cccc3cccc1c23)Nc1cccnc1 | 0% | 2% | -7% | 1 | -5% | 7% | 0%

2 of these compounds in a different format:
Fields: AmpC no deterg, Sm TGR block, AmpC inh detg, HCMV inh, LmPK inh, TbPYK inhibitor, AMA1-RON2 inh
> Cc1ccc(-c2csc3ncnc(SCC(N)=O)c23)cc1
  -2%, /, 4%, -28, 3%, -5%, 9%
> CCOc1ccc(NC(=O)c2ccccc2NC(=O)CN2CCN(C(C)=O)CC2)cc1
  -5%, 3%, -4%, -12, -3%, 6%, -4%

Next part
SMILES | AmpC no deterg | Sm TGR block | AmpC inh detg | HCMV inh | LmPK inh | TbPYK inhibitor | AMA1-RON2 inh
COc1cn(CC(=O)Nc2cccc(C)c2C)c(CN2CCCCC2)cc1=O | / | 19% | 4% | 7 | / | 3% | /
COc1ccc(C2CC(=O)c3c([nH]c(C(=O)OC4CCCCCC4)c3C)C2)cc1 (stereo not given) | / | 4% | 14% | -11 | / | 2% | /
CCOC(=O)C1CCCN(S(=O)(=O)CCNC(=O)c2ccc(F)cc2)C1 (stereo not given) | -7% | 1% | -1% | -15 | / | 1% | -4%
CCN(C(=O)CSc1nnc(Cc2ccccc2F)n1N)C1CCS(=O)(=O)C1 (stereo not given) | -16% | -6% | -13% | -13 | 0% | -1% | 0%
CN(CC(=O)Nc1ccccc1Cl)C(=O)COC(=O)c1ccc(S(=O)(=O)C(F)F)cc1 | -6% | 0% | -23% | 14 | / | -5% | 8%
CC(=O)c1ccc(OC2(C)CCN(Cc3cc4ccccc4[nH]3)C2)cc1 (stereo not given) | / | / | / | 18 | / | 0% | -2%
CCCCC#Cc1ccc2c(c1)COc1c3ccccc3nn1-2 | -33% | -34% | -6% | 5 | -18% | 2% | -27%
O=C(Nc1cccnc1)c1ccc([N+](=O)[O-])cc1Cl | -16% | -11% | 4% | ? | 3% | 0% | 1%
Cc1ccc2[nH]c(CSc3nnc(NC(=O)c4ccccc4F)s3)cc(=O)c2c1 | / | 2% | 25% | -11 | / | 2% | /
CCCSc1nc2sc3c(c2c(=O)[nH]1)CC(C)CC3 (stereo not given) | -21%[2.29 µM] | 5% | -2% | -17 | 0% | 12% | -7%
COc1cc(C2C(C(=O)c3cccs3)=C(O)C(=O)N2CCN2CCOCC2)ccc1OCCC(C)C (stereo not given) | / | / | / | 48 | / | 3% | 5%
CCNc1nc(NC(C)C)nc(Oc2ccc(OCCOc3ccc(C)cc3)nn2)n1 | 110%[activator] | 1% | 4% | 198 | 2% | 6% | 11%
O=C1Nc2ccc(S(=O)(=O)NCCC3=CCCCC3)c3cccc1c23 | -45% | -23% | ? | -7 | 1% | 4% | 7%
O=C(Nc1ccc(F)cc1)c1cccc2ccccc12 | -12% | 0% | -1% | 64 | -15% | 2% | 5%
CNC(=S)N1N=C(c2cccs2)CC1c1ccc(OC)cc1 (stereo not given) | -22% | 5% | 7% | 88 | -1% | 5% | -15%
O=[N+]([O-])c1ccccc1/C=C/CN1CCCCC1 | -14% | ? | -7% | 52 | 6% | 4% | 13%
NC(=O)c1cc2cc(Br)ccc2oc1=NCc1ccccc1 | -16% | -21% | -8% | -16 | 2% | -1% | 0%
COc1ccc(Cl)cc1NS(=O)(=O)c1c(C)[nH]c(=O)[nH]c1=O | -25% | 8%&-2% | -2%&-1% | -22&-12 | -6% | -6%&0% | -5%
COc1ccc(C(C(=O)NCC2CCCO2)N(C(=O)c2snc(C(N)=O)c2N)c2ccccc2C)cc1OC (stereo not given) | 45% | 0% | 0% | -32 | 1% | 6% | -4%
COc1ccc(/C=C2/C(=N)N3C(=NC2=O)Sc2cc(S(C)(=O)=O)ccc23)cc1OC | -26% | 1% | -3% | / | 5% | -2% | 9%
CCNC(=S)N(Cc1cccs1)Cc1cc2cc(OCC)ccc2[nH]c1=O | -24% | -18% | ? | 11 | 3% | -13% | 3%
CN1CCN(S(=O)(=O)c2ccc(N3CCN(C(c4ccccc4)c4ccccc4)CC3)nc2)CC1 | 18% | -6% | 4% | 0 | 1% | 1% | -8%
CC1=C(C#N)C(/C=N/OCc2ccc(Cl)cc2)CC(=O)N1 (stereo not given) | -10% | 41%[activator] | 0% | -27 | 3% | -18% | 16%
COc1ccccc1N1CCN(CC(=O)c2c[nH]c3ccccc23)CC1 | -6% | -19% | -6% | 18 | 11% | -2% | -8%
CN1C(=O)CC(N2CCC(C(N)=O)CC2)C1=O (stereo not given) | -21% | -16% | -3% | 21 | 1% | -2% | -14%
CCOc1ccc(CN2CCNC(=O)C2CC(=O)O)cc1 (stereo not given) | -1% | -3% | -1% | -16 | 2% | 7% | 0%
CC(C)Cn1cc(NC(=O)Nc2cccc(C(F)(F)F)c2)c2ccccc2c1=O | / | 14% | 0% | 1 | / | 3% | /
CCNC(=S)N(Cc1cc2cc(C)cc(C)c2[nH]c1=O)C1CCCC1 | 33% | 1% | -11% | -8 | 4% | -1% | 13%
O=S(=O)(c1ccc(F)c(F)c1)N1CCN(CCc2ccccc2)CC1 | 11% | 0% | -8% | ? | 0% | 0% | -3%
CCOc1cc(-c2sc(Nc3ccccc3)n[n+]2C)ccc1OC | 26% | -2% | 6% | 6 | 1% | -3% | -1%
Cc1c(NC(=O)N(C)C)c(=O)n(-c2ccccc2)n1C | -17% | 4% | 8% | ? | 1% | -7% | 4%
C[C@H]1CC[C@@H]2N(C1)C[C@H]1[C@@H]3C[C@H]4[C@@H](CC(=O)[C@H]5C[C@@H](O)CC[C@@]54C)[C@@H]3CC[C@H]1[C@]2(C)O | -16% | -3% | 1% | 46 | -11% | 0% | 5%
Cc1cc(C)c(C)c(S(=O)(=O)N2CCSCC2)c1C | -13% | -1% | -10% | 18 | -3% | -10% | -24%
CCn1nccc1NC(=O)c1ccc2sc([C@@H]3O[C@H](CO)[C@H](O)[C@H](O)[C@H]3O)nc2c1 | / | / | / | -1 | / | 5% | 14%
COc1ccccc1CNC(=O)CCCn1c(=O)c2ccccc2n(Cc2ccc(F)cc2)c1=O | / | 3% | 20% | ? | / | 5% | /
CC(C)c1ccc(S(=O)(=O)c2nnn3c2nc(NCc2cccs2)c2sccc23)cc1 | / | 4% | -10% | 49 | / | -1% | /
Cc1nn(CC(=O)OCC(=O)c2ccccc2)c(C)c1[N+](=O)[O-] | -8% | / | / | 19 | / | 3% | -5%
Cc1ccccc1-c1nc(CS(=O)(=O)CC(=O)NCc2ccccc2)c(C)o1 | ? | ? | ? | -21 | 10% | 7% | 0%
O=C(C[C@@H]1C[C@@H]2c3cc(NS(=O)(=O)c4ccc(F)cc4)ccc3O[C@@H]2[C@H](CO)O1)N1CCc2ccccc2C1 | / | / | / | 18 | / | -7% | -10%
CC(=O)c1ccc(S(=O)(=O)Nc2ccccc2C(=O)NC2CC2)cc1 | -3% | -21% | ? | 3 | / | -8% | 2%[11.6 µM]
CCOc1ccccc1C(=O)Nc1ccc2c(c1)C(=O)NC2=O | -16% | 5% | ? | -13 | -9% | -2% | 3%
Cc1nn(CC(O)c2ccccc2)c(C)c1Br (stereo not given) | 9% | 0% | ? | 7 | 1% | / | -3%

3 records drawn at random from those above:
SMILES | AmpC no deterg | Sm TGR block | AmpC inh detg | HCMV inh | LmPK inh | TbPYK inhibitor | AMA1-RON2 inh
COc1cc(NC(=O)[C@@H]2O[C@H](CO)[C@@H](O)[C@H]2O)cc(OC)c1OC | / | / | / | -31 | / | 3% | 4%
CCNc1nc(NC(C)C)nc(Oc2ccc(OCCOc3ccc(C)cc3)nn2)n1 | 110%[activator] | 1% | 4% | 198 | 2% | 6% | 11%
CC(C)(C)OC(=O)N1CCC(C(=O)Nc2ccc(C(=O)NCc3ccccc3)cc2)CC1 | / | / | / | -5 | / | 2% | -6%

Assay outcomes from PubChem BioAssay.
